Source: PubChem BioAssay
PLK1 PBD inh: inhibitors of human PLK1 polo-box domain binding; AID 720504; P53350; Potency, µM, without a hit: max response, negative = inhibition, hits mostly inhibitors; Plk1 PBD binding of FITC phosphopeptide, fluorescence polarization; 360,000 compounds, 2.8% hits; also: potency is read from the fitted curve at half-maximal effect; series mostly up to about 57 µM; % is scaled to controls: 0 for no effect and ±100 for the full control effect; nearly all actives have a fitted effect of over 65% in size
Target sequence (P53350 whole entry, looked up, the tested form may be a part): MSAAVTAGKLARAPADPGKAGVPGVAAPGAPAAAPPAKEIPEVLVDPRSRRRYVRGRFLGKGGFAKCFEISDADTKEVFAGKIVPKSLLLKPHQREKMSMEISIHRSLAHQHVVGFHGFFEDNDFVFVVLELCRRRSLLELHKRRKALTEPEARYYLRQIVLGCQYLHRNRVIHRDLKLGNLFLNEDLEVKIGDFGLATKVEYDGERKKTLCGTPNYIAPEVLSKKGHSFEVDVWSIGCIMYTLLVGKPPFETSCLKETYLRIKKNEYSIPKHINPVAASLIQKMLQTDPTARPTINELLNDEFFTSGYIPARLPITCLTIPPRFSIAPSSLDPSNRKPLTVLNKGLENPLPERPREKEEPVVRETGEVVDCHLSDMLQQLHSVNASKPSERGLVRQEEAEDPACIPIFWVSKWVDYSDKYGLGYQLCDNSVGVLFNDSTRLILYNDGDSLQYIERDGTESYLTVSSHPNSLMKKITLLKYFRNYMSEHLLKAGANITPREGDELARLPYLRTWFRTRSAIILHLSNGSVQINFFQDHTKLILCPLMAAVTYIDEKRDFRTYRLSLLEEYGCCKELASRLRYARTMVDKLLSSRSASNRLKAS
EPAC1 antag: blocks human EPAC1 exchange factor; EPAC1 GEF assay, Rap1b-BODIPY-GDP exchange fluorescence; Potency, µM (highest dose often 115 µM), without a hit: top-dose activity change, negative = inhibition, hits mostly inhibitors; 360,000 compounds, 0.14% hits;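 also: potency is read from the fitted curve at half-maximal effect; plate controls were vehicle for no effect and positive control for full effect; nearly all actives have a fitted effect of over 50% in size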
EPAC1 ag: agonists of human EPAC1; O95398; EPAC1 agonist qHTS, biochemical assay; response scale: 100% = response to 6.5 mM cAMP; Potency, µM (top dose mostly 154 µM), inactives show top-dose activation, usual class: activators; 360,000 compounds, 0.073% hits; also: potency is read from the fitted curve at half-maximal effect; nearly all actives have a fitted effect of over 60% in size
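Multi-concentration qHTS readout: loss of Rap1B-bound BODIPY-GDP fluorescence driven by 100 nM EPAC1 with excess GDP (50 uM), monitored kinetically at room temperature; agonist response expressed relative to 6.5 mM cAMP.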
GLP1R cytotox: cytotoxicity counter-screen for GLP-1 receptor inverse agonists. HEK293 cAMP-luciferase reporter cells, luminescence, 24 h. Potency, µM (titrated, usually from 38.3 µM), for inactives: at the top dose activity change, negative = inhibition, most hits filed as inhibitors. 410,000 compounds, 0.13% hits;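 also: loss of luciferase light is scored as toxicity; potency is read from the fitted curve at half-maximal effect; % is scaled to controls: 0 for no effect and ±100 for the full control effect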
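Quantitative HTS format, 1536 wells, 200 cells/uL seeded. Compounds: 23 nL, 24 h, 37 °C. Detection: luciferase reagent, luminescence at 12 min RT; decreased signal taken as cytotoxic.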
GLP-1R inv ag: acts as inverse agonist at human GLP-1 receptor; HEK293 GLP-1R CRE-luciferase, luminescence, 24 h; GLP-1R form is constitutively active; AID 624417; P43220; 410,000 compounds, 1.6% hits; Potency, µM (top dose mostly 38.3 µM), without a hit: at the top dose activity change, negative = inhibition, most hits filed as inhibitors; also: potency is read from the fitted curve at half-maximal effect; % is scaled to controls: 0 for no effect and ±100 for the full control effect; nearly all actives have a fitted effect of over 55% in size
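Inverse agonism was detected as reduced cAMP-driven luciferase luminescence after 24 h compound treatment. The cells were HEK293 clones expressing constitutively active human GLP-1R with the reporter. Reporter-only and GPR119 cell lines served as counterscreen controls.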
IL2 activator: IL-2 activation; IL-2 activation reporter assay, cell-based qHTS; stimulated with anti-CD3/CD4/CD28 beads; in transgenic mouse T cells; activation, % (series mostly up to about 46 µM); 360,000 compounds, 0.065% hits; AID 652025; in the data active = activation above about 50%; inconclusive = mostly about 30% to 49%; also: 0% is about no effect
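Unstimulated transgenic mouse T cells, 750 per well, received compound and, after 60 minutes, anti-CD3/anti-CD4 bead plus anti-CD28 stimulation. EGFP and DsRed were quantified after 18 hours.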
PTHR1 ag: activates the human parathyroid hormone receptor PTHR1. Q03431. HEK293 GP2 PTHR1 cells, GloSensor cAMP luminescence, 1 h. Potency, µM (doses to about 115 µM), inactives show at the top dose activation, hits mostly activators. 410,000 compounds, 0.075% hits; also: potency is read from the fitted curve at half-maximal effect; nearly all actives have a fitted effect of over 55% in size; some results filed as inactive show a strong effect at the top dose; inactives centre near -15; many of its hits are not listed in these tables
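HEK-293-derived GP2 cells expressing PTHR1 and a GloSensor cAMP reporter, 3,000/well, plated overnight, given luciferin plus IBMX (each 0.5 mM as added) for 1 h at 37 °C, then compound for 1 h at 37 °C. Luminescence was read after 15 min at room temperature.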
PI5P4Ka inh: inhibitors of human PI5P4K alpha; PI5P4Kalpha enzyme, ADP-Glo luminescence, 60 min; active compounds read low; P48426; AID 652105; max response, %; 330,000 compounds, 1.2% hits; active = max response of -50% or lower; inconclusive = between -30% and -50%; inactive = -30% or higher; also: value at the top dose of about 77 µM; % is scaled to controls: 0 for no effect and ±100 for the full control effect
Target sequence (P48426 whole entry, looked up): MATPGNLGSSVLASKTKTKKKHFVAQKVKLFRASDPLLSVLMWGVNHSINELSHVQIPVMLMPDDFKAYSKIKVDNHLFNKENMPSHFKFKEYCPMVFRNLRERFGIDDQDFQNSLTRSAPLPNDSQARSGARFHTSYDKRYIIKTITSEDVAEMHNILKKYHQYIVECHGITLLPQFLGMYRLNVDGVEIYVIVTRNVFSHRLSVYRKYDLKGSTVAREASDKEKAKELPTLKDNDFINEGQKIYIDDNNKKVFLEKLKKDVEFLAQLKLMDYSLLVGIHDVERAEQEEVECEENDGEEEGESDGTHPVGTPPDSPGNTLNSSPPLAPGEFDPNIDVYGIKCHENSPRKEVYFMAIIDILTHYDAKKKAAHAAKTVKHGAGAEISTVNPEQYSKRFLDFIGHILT
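Enzyme plus substrate dispensed, test compounds pinned in, then ATP (5 microM final) added. After 60 min at RT, ADP-Glo reagent 1 for 45 min and reagent 2 for 30 min preceded luminescence imaging.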
GLP-1R agonist: GLP-1 receptor (human) agonism; 380,000 compounds, 0.007% hits; HEK293 GLP-1R CRE-luciferase, luminescence, 4-6 h; cells express a hypersensitive GLP-1R form; Potency, µM (series often up to 45.6 µM), inactives show at the top dose activation, usual class: activators; P43220; also: potency is read from the fitted curve at half-maximal effect; % of control where 0% means no effect
Starred values were filed as active, the others as inactive; i = inactive; ? = inconclusive; · = no result given; [ ] = dose if it differs, or a comment. Unless noted, calls follow the shape of the dose curve; as a rule, active = well fitted curve in the direction sought with a large enough effect; inconclusive = small, poorly fitted or top-dose-only effect, or another doubt; inactive = no such curve, though single readings can be large; an effect the other way counts as inactive or inconclusive. A portion of the library; the hit share may differ from the screen's.

SMILES | PLK1 PBD inh | EPAC1 antag | EPAC1 ag | GLP1R cytotox | GLP-1R inv ag | IL2 activator | PTHR1 ag | PI5P4Ka inh | GLP-1R agonist
Nc1ccn([C@@H]2O[C@H](C(=O)N3CCSC3)[C@@H](O)[C@H]2O)c(=O)n1 | -5% | 7% | -11% | 1% | 11% | 2.2 | -21% | 3 | 5%
COc1ccc(COCCN2CCN(S(=O)(=O)c3ccc(C)cc3)CCC2=O)cc1 | -10% | -7% | 5% | 13% | 19% | -2.5 | -59%[inhibitor] | -3 | 10%
CCN1CCN(c2ccc(S(=O)(=O)N3CCCCC3)cc2NC(=O)c2ccc(C)o2)CC1 | -5% | -17% | 11% | 17% | 18% | 1.5 | i | 2 | 18%
Cc1oc2ccc(OC(=O)COc3c(F)c(F)c(F)c(F)c3F)cc2c1C(=O)OC(C)C | -10% | -18% | -5% | -3% | -23% | -2.1 | -18% | 9 | 6%
O=C(N/C(=C\c1ccc(F)cc1)C(=O)N1CCCCCC1)c1ccccc1 | -3% | -1% | 7% | -3%[7.66 µM] | -10%[7.66 µM] | -0.4 | i | 3 | 1%
Cc1ccc(C(=O)C[n+]2cccc3ccccc32)cc1 | -8% | -2% | 6% | 17% | -3% | 0.3 | 10% | 5 | 4%
Cc1ccc(NC(=O)CCS(=O)(=O)c2cccc3nonc23)c(Br)c1 | -19% | 0% | -2% | 8% | 4% | 1.3 | -8% | -6 | 9%
CCOC(=O)[C@@H]1[C@H]2COc3ccc(Br)cc3[C@@H]2N2C(=O)N(c3ccc(F)cc3)C(=O)[C@]12C | -3% | -5% | 13% | 2% | ? | 0.5 | i | 2 | -6%
CCc1nc(SCC(=O)OC)c2c3c(sc2n1)COC(C)(C)C3 | -1% | 0% | 1% | 5% | ? | -3.1 | i | -5 | 29%
COc1ccc(NC(=S)N(Cc2cccc(Br)c2)CC2CCC(C(=O)O)CC2)cc1 (stereo not given) | -10% | -20% | -9% | -14% | -15% | -2.9 | -6% | -1 | 6%
CCc1ccc2[nH]c3nc(C)cc(C)c3c(=O)c2c1 | -4% | -16% | -2% | 51%[activator] | 19% | -0.3 | i | -5 | 4%
COc1ccc([C@H]2CC(=O)C=C(c3ccc(C)cc3)C2)cc1OC | -1% | -1% | -10% | ? | -4% | -2.4 | -28% | 4 | 26%
Cc1nnc(SC(C)C(=O)Nc2ccc3ccccc3c2)[nH]c1=O (stereo not given) | -13% | 8% | 6% | 14% | 9% | 0.6 | i | -6 | 0%
CCC(C)[C@H](NC(=O)N1CCCCC1)C(=O)OC (stereo not given in full) | -11% | 1% | 6% | 9% | -7% | 1.3 | i | 7 | -12%
COc1ccccc1N(CC(=O)Nc1ccc(C)cc1Cl)S(=O)(=O)c1cccs1 | -4% | -8% | 18% | -10% | ? | -0.5 | -8% | 8 | 18%
O=C(NCC1COCCO1)c1ccc2nc(Cc3cccc(Cl)c3)oc2c1 (stereo not given) | 0% | 3% | 11% | 0% | 1% | -0.3 | -18% | 2 | -1%
CCCS(=O)(=O)NC(=O)C1(C)CCN(C(=O)c2ccc(OC)cc2)C1 (stereo not given) | -4% | -2% | -1% | 0% | 31%[activator] | -0.2 | i | -4 | -7%
C1CCN(c2nc3nonc3nc2N2CCCCC2)CC1 | -1% | 10% | -8% | 2% | 5% | -2.2 | i | · | -9%
Cc1cc(N)n2nc(-c3ccccc3)c(-c3ccccc3)c2n1 | -11% | 3% | -4% | 5% | 13% | 2.6 | i | 6 | -2%
Cc1ccc(NC(=O)C2CC(=O)N(C(C)c3ccccc3)C2)cc1 (stereo not given) | -7% | -4% | -2% | -20% | -24% | 0.6 | -23% | 3 | -2%
Cc1nc(C)n(CC(O)COc2ccc3cc(Br)ccc3c2)n1 (stereo not given) | 3% | -2% | 8% | 4% | -5% | -1.9 | ? | · | 19%
CCOC(=O)CN1CC23C=CC(O2)C(C(=O)NC2CCCC2)C3C1=O (stereo not given) | -1% | -28% | 4% | 6% | 8% | 7.2 | -15% | -1 | -7%
COC(=O)C(NC(=O)c1ccccc1)=C1CCCCC1 | -2% | -6% | -7% | -6% | 4% | 1.8 | i | 3 | -4%
COc1ccccc1C1C(C(N)=O)=C(C)Nc2nc(-c3ccc(Cl)cc3)nn21 (stereo not given) | -8% | -13% | -7% | ? | 49%[activator] | 1.1 | -2% | -2 | 3%
Cc1cc2n(n1)C(c1sccc1C)Nc1ccccc1-2 (stereo not given) | -3% | -4% | 16% | 9% | 0% | 0.3 | -3% | 11 | 20%
COc1ccc(N2CCN(C(=O)CNC(=O)c3ccccc3Cl)CC2)cc1 | -1% | 0% | 5% | -14% | -3% | -3.5 | -14% | 10 | 9%
CCOc1ccc(OCCOCCN2CCOCC2)cc1 | -7% | 10% | 1% | 1% | 2% | -2.7 | i | -4 | 3%
CC(C)N(C(=O)/C=C/c1cccc([N+](=O)[O-])c1)C(C)C | -22% | -13% | 6% | 3% | -6% | -2.2 | i | 0 | 18%
Cc1c(/C=N/O)c2ccccn2c1C(=O)c1ccc(F)cc1 | -2% | -6% | -4% | ? | -26% | -0.2 | -50%[inhibitor] | 2 | 20%
CC(NC(=O)CSc1nc2ccccc2c(=O)n1CCCO)c1ccccc1 (stereo not given) | -6% | -3% | -2% | 6% | 0% | -0.6 | i | · | 15%
Cn1c(=O)c2c(nc(SCCN3CCCCC3)n2Cc2ccc(Cl)cc2)n(C)c1=O | -7% | 6% | -1% | 11% | ? | -2.2 | -18%[57.5 µM] | 4 | 30%
Cc1ccccc1N1CCN(S(=O)(=O)c2nnc(NC(=O)CC(C)C)s2)CC1 | -3% | 7% | -18% | 0% | -3% | -1.7 | -17% | -6 | 2%
COc1ccc(-c2c(C(=O)O)c(C(=O)O)c3n2CCC3)cc1 | 0% | 9% | -3% | -8% | 2% | -3.0 | 12% | 2 | 0%
COc1ccccc1/C=N/n1c(N)c(C(=O)NC2CCCCC2)c2nc3ccccc3nc21 | -1% | -2% | 6% | 16% | 58%[activator] | 0.3 | i | · | -7%
COC(=O)[C@@H](NC(=O)NCc1ccc(F)cc1)C(C)C | 0% | -2% | 3% | 7% | 0% | -0.9 | i | · | -11%
CCOC(=O)c1ccc(NC(=O)Nc2cc(C)on2)cc1 | -5% | -3% | 6% | -15% | 2% | 4.5 | -8%[57.5 µM] | · | 6%
CCC1(C)Nc2ccccc2C(=O)N1O (stereo not given) | -9% | -15% | 6% | -22% | ? | 0.7 | -9%[57.5 µM] | 2 | 0%
Cc1nnc(SCC2=C(C(=O)O)N3C(=O)C(NC(=O)Cn4cnnn4)C3SC2)s1 (stereo not given) | -14% | -5% | -10% | 3% | 13% | 0.0 | -15% | 5 | -4%
O=C(OCCCc1cc2ccccc2c(=O)o1)c1ccco1 | 1% | 3% | -10% | 7% | 14% | -3.4 | i | 5 | -1%
CSCCC(NC(=O)COc1ccccc1)C(=O)N1CCN(c2ccccc2O)CC1 (stereo not given) | -1% | 0% | ? | -7% | -10% | 1.3 | i | -9 | -2%
CC1C(=O)CCC1(C(=O)O)c1ccccc1 (stereo not given) | 24µM* | -2% | 0% | 75%[activator] | 14% | 2.0 | -5% | -18 | -1%
CCOC(=O)c1c(NC(=O)c2ccco2)sc2c1CCCCC2 | -6% | -1% | 2% | 1% | 0% | -1.5 | -23%[57.5 µM] | · | -1%
Cc1onc(-c2ccccc2Cl)c1C(=O)N(C)CC(=O)Nc1ccc(F)c(F)c1F | -5% | -2% | -35% | -5% | ? | 0.5 | -29% | 1 | -5%
Cc1ccc(C)c(-c2nnc(NC(=O)C3=COCCO3)o2)c1 | 6% | 8% | -4% | 7% | 12% | 4.2 | -13% | 1 | 1%
O=C1CSC(c2ccc([N+](=O)[O-])cc2)N1c1ccc(O)cc1 (stereo not given) | -1% | 3% | -1% | 4% | 11% | -3.3 | i | 2 | 5%
Cc1nc(-c2cccc(S(=O)(=O)N3CCOCC3)c2)cs1 | 9.5µM* | 9% | 12% | 15% | 36%[activator] | -1.4 | -18% | · | 1%
O=C(O)c1ccccc1C(=O)N1CCN(c2ccccc2)CC1 | -3% | 9% | 2% | -6% | 13% | -2.6 | i | 4 | -22%
O=C(CCNC(=O)c1ccccc1)Nc1cccnc1 | 27µM* | -7% | 5% | 22% | 2% | -1.5 | i | ? | 6%

One compound at a time, from the list above.
O=C(N/C(=C\c1ccc(F)cc1)C(=O)N1CCCCCC1)c1ccccc1 is listed as PLK1 PBD inh: -3%; EPAC1 antag: -1%; EPAC1 ag: 7%; GLP1R cytotox: -3%[7.66 µM]; GLP-1R inv ag: -10%[7.66 µM]; IL2 activator: -0.4; PTHR1 ag: i; PI5P4Ka inh: 3; GLP-1R agonist: 1%
COc1ccccc1/C=N/n1c(N)c(C(=O)NC2CCCCC2)c2nc3ccccc3nc21 is listed as PLK1 PBD inh: -1%; EPAC1 antag: -2%; EPAC1 ag: 6%; GLP1R cytotox: 16%; GLP-1R inv ag: 58%[activator]; IL2 activator: 0.3; PTHR1 ag: i; PI5P4Ka inh: ·; GLP-1R agonist: -7%

The list goes on.
SMILES | PLK1 PBD inh | EPAC1 antag | EPAC1 ag | GLP1R cytotox | GLP-1R inv ag | IL2 activator | PTHR1 ag | PI5P4Ka inh | GLP-1R agonist
Cc1ccc(OCC(=O)Nc2cccc3c2CCCC3)cc1C | 0% | -2% | 7% | 3% | -15% | -3.6 | -10% | 1 | -1%
O=C(N/N=C/c1ccccc1F)c1ccc(COc2ccccc2Cl)o1 | -8% | -20% | -16% | -2% | ? | 1.5 | -37%[inhibitor] | 6 | 10%
CCCc1nc(-c2cc3cc(C)ccc3[nH]c2=O)no1 | -8% | -22% | 2% | -5% | 19% | -0.8 | 2% | -5 | -1%
O=C(c1ccccc1)c1ccc(C(=O)N2CCN(c3ccccc3Cl)CC2)cc1 | 7% | -3% | 10% | 2% | ? | -0.3 | -46%[inhibitor] | 3 | -3%
COCCN(C(=O)COC(=O)COc1ccc2c(c1)CCC2)c1c(N)n(Cc2ccccc2)c(=O)[nH]c1=O | 1% | 4% | -1% | 0% | 11% | -2.9 | i | 8 | -3%
